Source: PubChem BioAssay
ABCG2 block: blocks JC-1 efflux by human ABCG2 transporter; IgMXP3 cells, flow cytometry; inhibition, % at 6.6 µM; 0.1% of 190,000 active;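 active = inhibition above 80%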;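 also: 0% = DMSO and 100% = nicardipine control wells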
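test system = two drug-resistant human cell lines, ABCG2 and ABCB1 | amount = 3 million cells/mL final, two lines in 1:1 ratio | reagent = JC-1 transporter substrate | doses = one concentration, 6.6 µM final | incubation = 10 min at 25 °C | signal = flow cytometric JC-1 green MFI at 530 nm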
Bim-Mcl-1: disrupts Bim peptide binding to human Mcl-1; Q07820; Bead-based flow cytometry, Bim peptide-Mcl-1 binding; inhibition, % at 10 µM; 0.1% of 190,000 active; AID 1009; in the data active = inhibition above about 40%;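 also: 0% = no compound tracer wells and 100% = peptide blocker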
Target sequence (Q07820 whole entry, looked up): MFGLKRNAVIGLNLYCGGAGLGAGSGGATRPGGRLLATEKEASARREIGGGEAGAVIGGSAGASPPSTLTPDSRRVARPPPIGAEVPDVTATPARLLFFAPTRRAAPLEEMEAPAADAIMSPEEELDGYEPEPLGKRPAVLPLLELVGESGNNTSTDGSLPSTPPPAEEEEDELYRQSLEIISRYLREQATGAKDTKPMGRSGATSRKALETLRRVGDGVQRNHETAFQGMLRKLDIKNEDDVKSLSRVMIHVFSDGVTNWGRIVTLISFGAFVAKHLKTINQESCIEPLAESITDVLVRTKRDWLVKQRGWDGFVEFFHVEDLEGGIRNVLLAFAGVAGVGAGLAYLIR
Mcl1 Noxa PPI: Mcl-1/Noxa interaction inhibition; TR-FRET Mcl-1/Noxa peptide binding, 2 h; inhibition, % at 21.7 µM; 1.5% of 220,000 active; AID 1022;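 active = compounds that cut the protein-peptide binding signal by more than 50% relative to plate controls in a single-dose test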;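 also: His-tagged Mcl-1 with rhodamine Noxa BH3 peptide and terbium anti-His antibody; 0% = Mcl-1 plus Noxa peptide wells and 100% = peptide-only wells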
GSH fluor: compound fluoresces at 488/530 nm on GSH beads; GSH beads flow cytometry, compound fluorescence 488/530 nm; hits give high values; fluorescence (KMESF) at 10 µM; 0.25% of 190,000 active; AID 1776; in the data active = fluorescence above about 89;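 also: glutathione beads carrying GST-tagged Bcl family fusion proteins plus one bare bead set; values are compound well signal with DMSO vehicle wells as background; inactives centre near 16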
Pf gamet viab: P. falciparum stage V gametocyte viability inhibition; inhibition, % at 10.9 µM; 0.065% of 150,000 active; P. falciparum stage V gametocytes, ATP luminescence, 24 h;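 active = inhibition above the mean plus 3 SD of compounds within the control limits, set per campaign, cut at about 38% in these data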;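 also: 0% = DMSO wells and 100% = medium only without gametocytes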
RGS4-Gao reg: human RGS4-Galphao interaction regulation; Multiplexed bead flow cytometry, RGS4-Galphao binding; actives lie on both sides; binding response (% of control), % at 10 µM; 0.33% of 220,000 active; AID 1415; in the data active = binding response below about 49% or above about 150%; inactive = in between;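 also: fluorescent Galphao activated with aluminum fluoride binding bead-coupled RGS4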
Target sequence (P09471 whole entry, looked up): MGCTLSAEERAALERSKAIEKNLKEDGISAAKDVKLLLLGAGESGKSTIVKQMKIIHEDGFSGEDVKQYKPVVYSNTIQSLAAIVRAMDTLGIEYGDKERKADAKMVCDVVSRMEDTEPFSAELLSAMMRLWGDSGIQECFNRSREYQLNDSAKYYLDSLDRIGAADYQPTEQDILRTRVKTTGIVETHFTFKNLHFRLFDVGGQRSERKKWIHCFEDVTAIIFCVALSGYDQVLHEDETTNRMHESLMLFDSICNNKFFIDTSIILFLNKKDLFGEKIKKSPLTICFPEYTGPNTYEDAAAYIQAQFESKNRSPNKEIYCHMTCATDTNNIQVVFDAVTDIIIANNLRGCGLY
Mcl1 Bid PPI: disrupts binding of human Mcl-1 to Bid peptide. 0.97% of 220,000 active. TR-FRET Mcl-1/Bid-Dy647 peptide binding, 1536-well. AID 1021. Q07820. inhibition, % at 21.7 µM;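 active = compounds that cut the binding signal by more than half at the single screening dose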;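 also: His-tagged Mcl-1 with europium anti-His antibody binding Bid BH3 peptide; 0% = Mcl-1 plus peptide wells and 100% = peptide-only wells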
RGS8-Gao: modulates binding of RGS8 to human Galphao; P09471; multiplexed bead flow cytometry; actives lie on both sides; response (percent of control binding), % at 10 µM; 0.34% of 220,000 active; in the data active = response below about 60% or above about 140%; inactive = in between;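 also: Galphao activated as the GDP aluminium fluoride complex binding bead-coupled RGS8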
Avidin bead fluor: avidin bead compound fluorescence profile. Avidin beads, compound fluorescence 488/530 nm, flow cytometry; hits give high values. fluorescence (KMESF) at 10 µM. 0.38% of 220,000 active. AID 1775; in the data active = fluorescence above about 47; also: inactives centre near 10
RGS7-Gao reg: human RGS7-Galphao interaction regulation. P09471. Multiplexed bead flow cytometry, RGS7-Galphao binding; actives lie on both sides. binding response (% of control), % at 10 µM. 0.35% of 220,000 active. AID 1439; in the data active = binding response below about 49% or above about 150%; inconclusive = no clear call, values can overlap the other calls; inactive = in between;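 also: fluorescent Galphao held in activated GDP-AlF4 state binding bead-coupled RGS7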
ABCB1 inh: blocks JC-1 efflux by human ABCB1 transporter. CCRF-Adr cells, flow cytometry. inhibition, % at 6.6 µM. 0.067% of 190,000 active. AID 1326; in the data active = inhibition above about 40%;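 also: 0% = vehicle and 100% = reference inhibitor; higher value means more JC-1 retained so stronger ABCB1 efflux block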
Numbers without * were called inactive; u = inconclusive; x = no result given; [ ] = dose if it differs, or a comment.

SMILES	ABCG2 block	Bim-Mcl-1	Mcl1 Noxa PPI	GSH fluor	Pf gamet viab	RGS4-Gao reg	Mcl1 Bid PPI	RGS8-Gao	Avidin bead fluor	RGS7-Gao reg	ABCB1 inh
CCN(CC)C(=O)CN(C#N)c1nc(C)cc(C)n1	55	0	7	11	-14	100	-2	105	24	100	-0.1
Cc1nc2c(ncn2-c2ccccc2)c(=O)n1NC(=O)CN1CCCC1	x	x	2	x	13	100	-16	103	6	u	x
CCCCNC(=O)c1ccccc1NC(=O)CCC	0	-3	9	11	2	96	-4	97	20	93	0.1
COc1ccccc1NCCC(=O)OCC(=O)NC1CCCC(C)C1C (centres undefined)	1	-2	13	12	-1	99	-65	104	3	99	0.1
CC(C)S(=O)(=O)c1csc(NC(=O)Nc2ccc(Cl)cc2)c1Cl	x	x	17	x	-4	95	3	97	6	u	x
COc1ccc(/C(O)=C2/C(=O)C(=O)N(CCN3CCOCC3)C2c2cccnc2)cc1OC (centres undefined)	11	-2	9	31	10	94	18	96	24	99	0.6
CCN(c1ccccc1)S(=O)(=O)c1ccc(C(=O)NCCCn2ccnc2)cc1	0	-2	-15	11	-4	113	-8	118	23	113	0.2
COc1ccc(/C(N)=N/OC(=O)CCCc2ccccc2)cc1	-1	0	-4	13	17	102	-18	105	6	101	x
O=C1c2ccccc2CCC12N=NCC2c1ccc(Br)cc1 (centres undefined)	1	0	-11	46	-4	110	-19	112	11	109	-0.1
Cc1cccn2c(=O)c(C=O)c(N3CCCCCC3)nc12	8	0	-5	20	x	102	-5	101	8	100	1.3
CC(C)Cc1nnc(NC(=O)CCC(=O)N2CCN(c3ccccn3)CC2)s1	1	0	2	5	9	102	-20	104	16	102	0.2
Cc1cc(C)nc(NC(=O)C(c2ccccc2)c2ccccc2)n1	1	2	3	21	-27	102	-8	100	34	101	0.4
CCN(CC)S(=O)(=O)c1ccc(Cl)c(C(=O)Oc2cccc(-c3cnc4ccccc4n3)c2)c1	17	-6	13	12	22	101	-15	97	6	99	1.6
Cc1ccc(S(=O)(=O)N(C)/C(=N/S(=O)(=O)c2ccccc2)c2ccccc2)cc1	4	0	-6	20	x	97	-12	100	15	100	2.8
CC1(c2ccccc2)NC(=O)N(CC(=O)NC(=O)NC2CCCC2)C1=O (centres undefined)	8	0	17	38	-12	98	9	99	13	98	1.0
O=C(NCCN1CCN(S(=O)(=O)c2ccc([N+](=O)[O-])cc2)CC1)C(=O)Nc1ccccc1	0	-8	-3	25	-1	131	-2	89	152*	221*[activator]	0.2
Cc1ccc(OCCC(=O)OCC(=O)NCCc2ccccc2)cc1	-2	-1	-6	12	x	101	-5	101	10	96	-0.2
Cc1ccc(S(=O)(=O)N(C)C)cc1NC(=O)CN1CCN(Cc2ccccc2)CC1	2	0	20	16	-6	103	-3	103	9	101	0.7
O=C(c1ccc(CN2CCc3ccccc3C2)cc1)N1CCN(c2ccccc2)CC1	-2	-3	3	8	17	104	-49	100	4	101	-0.1
CC(Sc1nc(-c2ccccc2)cs1)C(=O)Nc1ccc(Cl)cn1 (centres undefined)	11	-4	3	16	16	103	-23	101	15	99	0.5
Cc1cccc(Sc2ccc([N+](=O)[O-])cn2)c1	22	-2	-16	8	10	102	-5	103	2	100	2.4
O=C(NNc1nc2ccc(F)cc2s1)c1cccc(F)c1	-2	4	14	11	-18	101	-37	103	24	100	-0.7
CC1CCCC/C1=N\NC(=S)Nc1ccccc1 (centres undefined)	9	0	-45	13	18	96	-74	98	11	u	1.3
Cc1c(NC(=O)c2cc(=O)[nH]c(=O)[nH]2)c(=O)n(-c2ccccc2)n1C	1	4	-8	5	12	98	6	101	8	97	0.3
COc1ccc(NC(=O)c2cc(-c3ccccc3OC)on2)cc1	4	-3	11	11	2	98	-19	98	9	102	0.7

2 compounds from above, showing only RGS7-Gao reg and Mcl1 Bid PPI:
Compound | RGS7-Gao reg | Mcl1 Bid PPI
Cc1nc2c(ncn2-c2ccccc2)c(=O)n1NC(=O)CN1CCCC1 | u | -16
Cc1cccn2c(=O)c(C=O)c(N3CCCCCC3)nc12 | 100 | -5

Returning to the listing, repeating the two entries before the break.
SMILES	ABCG2 block	Bim-Mcl-1	Mcl1 Noxa PPI	GSH fluor	Pf gamet viab	RGS4-Gao reg	Mcl1 Bid PPI	RGS8-Gao	Avidin bead fluor	RGS7-Gao reg	ABCB1 inh
Cc1c(NC(=O)c2cc(=O)[nH]c(=O)[nH]2)c(=O)n(-c2ccccc2)n1C	1	4	-8	5	12	98	6	101	8	97	0.3
COc1ccc(NC(=O)c2cc(-c3ccccc3OC)on2)cc1	4	-3	11	11	2	98	-19	98	9	102	0.7
O=C(Cn1[nH]c(=O)c2ccccc2c1=O)N1CC=C(c2ccccc2)CC1	2	-3	10	32	x	113	1	115	11	113	0.1
COc1cc(C)nc(NC(=S)N(C)C(=O)c2ccccc2)n1	x	x	5	x	-17	96	4	101	7	u	x
COc1ccc(-n2cc(CNCc3cccnc3)c(-c3cccc(F)c3)n2)cc1	12	-1	23	10	-11	97	4	99	3	103	7.3
COc1ccccc1NC(=O)Nc1nnc(-c2ccco2)s1	2	-1	5	16	x	101	-23	96	12	103	0.6
CCC(C)(C)NC(=O)CN(Cc1cccs1)C(=O)CNS(=O)(=O)c1ccc(F)cc1	3	2	11	26	31	99	-13	101	13	99	0.4
CN(C)c1cc(O)c(C(=S)Nc2ccccc2)c(N(C)C)c1	19	-1	4	14	x	97	-41	97	9	99	1.0
Cc1ccc(NS(C)(=O)=O)c(C(=O)c2ccccc2)c1	5	-3	-4	34	12	97	-7	101	12	99	0.2
CCCCN(C(=O)NC(=O)Nc1cc(C)ccc1C)S(C)(=O)=O	1	0	-9	21	8	97	-41	99	15	97	-2.7
CCOC(=O)c1ccc(NC(=O)Cn2nnc(-c3ccc(F)cc3)n2)cc1	4	-3	23	29	-6	99	-3	97	16	104	0.7
O=S(=O)(Nc1cccc(-c2ccc3nncn3n2)c1)c1cccs1	8	3	5	11	-21	99	-31	103	8	u	0.8
COc1ccc(/C=N/NC(=O)c2cc(-c3cccn3C)n[nH]2)cc1OC	-9	-1	24	11	-12	99	-1	100	3	98	-3.3
COc1ccccc1N(CC(=O)N/N=C/c1ccccc1C(=O)O)S(C)(=O)=O	x	x	13	x	-10	99	-1	98	7	u	x
O=C(c1ccccc1Br)N1CCC(c2nc3ccccc3s2)CC1	2	0	3	15	-17	100	1	101	10	100	0.6
COc1ccc(C)cc1-n1c(SCC(=O)Nc2cc(C)on2)nc2sc(C)c(C)c2c1=O	3	-1	2	31	x	103	-6	113	10	103	3.8
CCC(c1nnnn1Cc1ccccc1)N(Cc1cc2cc(OC)ccc2[nH]c1=O)CC1CCCO1 (centres undefined)	0	0	12	22	x	95	-10	97	16	96	0.3
Cc1ccc(CNC(=O)CCS(=O)(=O)c2cc(Br)cc3c2N(C(=O)C2CC2)CC3)o1	-1	4	8	16	5	96	-19	98	22	94	0.2
O=C(COc1ccccc1F)NCc1ccc(-n2cccc2)cc1	3	0	-4	10	x	101	-20	101	11	104	0.4
O=C1C(c2ccc(F)cc2)N(Cc2ccc3c(c2)OCO3)C(=O)CN1C1CCCC1 (centres undefined)	3	1	15	6	x	148	-36	102	x	117	1.5
Cc1cc(C)n2nc3nc(N4CCCC4)nc(-c4ccccc4)c3c2n1	3	-5	12	9	x	104	14	102	58*	115	0.7
N#Cc1ccc(COC(=O)c2ccc(N3CCCC3)c([N+](=O)[O-])c2)cc1	90*	-9	12	10	-1	100	-14	103	20	100	-0.1
Cc1ccc(S(=O)(=O)Nc2nc(C)cc(-n3nc(C)cc3C)n2)cc1	1	0	9	25	11	101	10	101	6	98	-0.1
Oc1c(Cl)cc(Cl)cc1CNn1cnnc1	1	-3	15	13	17	99	-45	102	13	100	0.3
CC(C)C(=O)Nc1nnc(SCC(=O)N2c3ccccc3CC2C)s1 (centres undefined)	3	0	-3	12	x	99	0	103	40	101	0.4
O=C(NCc1cccnc1)c1nc(-c2ccc(C(F)(F)F)cc2)no1	23	0	-12	13	-11	96	-9	98	11	104	1.0
Cc1ncc([N+](=O)[O-])n1CC(=O)NC(C)(C)C	1	-6	20	20	-3	103	10	99	13	97	0.1
SMILES	ABCG2 block	Bim-Mcl-1	Mcl1 Noxa PPI	GSH fluor	Pf gamet viab	RGS4-Gao reg	Mcl1 Bid PPI	RGS8-Gao	Avidin bead fluor	RGS7-Gao reg	ABCB1 inh
COc1ccc(CNC(=O)C(c2ccc(C)o2)N(Cc2cccs2)C(=O)Cc2cccs2)cc1 (centres undefined)	1	1	6	29	x	95	-16	101	6	99	1.8
COc1ccc(NC(=O)N(Cc2cccs2)Cc2cc3cc4c(cc3[nH]c2=O)OCO4)cc1	-1	-4	2	10	x	98	-9	100	7	96	0.1
Cc1cccc(OCCC(=O)Nc2cc(S(=O)(=O)N3CCCCC3)ccc2N2CCOCC2)c1	0	-3	-5	19	-17	99	1	100	9	101	0.2
COc1ccccc1C(=O)N1CCN(c2cccc(C(F)(F)F)c2)CC1	2	-1	-7	62	-15	102	-5	101	8	103	0.5
COc1ccc(NC(=O)C2CCCN2C(=O)OC(C)(C)C)cc1 (centres undefined)	0	0	12	14	-1	99	-11	99	6	98	0.3
Cc1ccc(-n2c(C)cc(C(=O)COc3cccnc3[N+](=O)[O-])c2C)cc1	55	3	19	8	x	106	-10	110	5	105	2.4
Cc1cc(NS(=O)(=O)c2ccc(NC(=O)COc3ccc(Cl)cc3)cc2)no1	1	-4	16	23	x	98	3	102	11	104	0.1
CCN(CC)C(=O)c1ccc(Cn2cc([N+](=O)[O-])cn2)o1	1	-1	-7	26	-3	105	-31	103	11	104	0.7
CCOc1ccccc1NC1=CC(=O)CC(c2ccccc2)C1 (centres undefined)	10	-3	-4	26	-30	101	-32	103	5	101	0.9
CN(C)c1ccc(/C=N/NC(=O)c2sccc2-n2cccc2)cc1	8	-4	12	14	-8	101	-34	100	11	93	0.5
O=C(Nc1cnn(Cc2ccc(F)cc2)c1)c1noc2c1CCCC2	5	0	-9	10	3	102	-27	99	7	103	0.6
Cc1cc(OCCN2CCCCC2)nc2ccccc12	1	7	6	13	15	89	-30	96	13	97	0.6
Cc1ccc(/C=N/OC(=O)c2nn(C)cc2Cl)cc1	13	0	-10	12	24	93	-13	96	9	106	0.4
CN(C)C(=S)SCC(=O)Nc1cccc(C(F)(F)F)c1	8	-1	2	10	-12	102	-27	105	15	101	0.4
Cc1ccc(CSc2nc3c(c(=O)[nH]2)C(c2ccncc2)C2=C(CCCC2=O)N3)cc1 (centres undefined)	0	-2	8	13	5	94	-22	103	35	100	-0.1
CCc1nc2ccccc2c(C(=O)OCC(=O)NCCCN2CCCC2=O)c1C	1	-1	11	65	x	88	-1	92	6	89	0.6
Cc1nc(-c2ccccc2)sc1C(=O)/C=C/N(C)C	10	0	4	21	-19	94	-46	96	9	u	0.4
Cc1cc(C)c(S(=O)(=O)c2ccccc2)c(OC(=O)c2ccc(Cl)cc2Cl)n1	0	-4	9	9	x	108	4	96	13	108	0.3

Rows are unselected, and some 3.3% of all compounds hit somewhere here.
